Screening data deposited in PubChem by Broad Institute.
esBAF inh: inhibitors of esBAF chromatin remodeling in mouse ES cells. Bmi1-luciferase knock-in reporter, 24 h; 100% = twice the neutral-well signal. 2% of 350,000 active. reporter increase, % at 12.5 µM; in the data active means activation above about 40%;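 further: 0% = median of the plate's neutral control wells and 100% = double that signal; a rise in the Bmi1 reporter signal indicates esBAF inhibition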
RAD54 branch: blocks human RAD54 Holliday junction branch migration; Q92698; FAM/BHQ fluorescence; inhibition, % at 10.4 µM; 0.14% of 360,000 active;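 active means mean normalized replicate activity at least 40 and at least half of replicates scoring 40 or more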;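 further: 0% = median of neutral control wells and 100% = median of positive control wells; inhibitors cause a drop in the FAM fluorescence signal; in these data hits start at about 50%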
Target sequence (Q92698 whole entry, looked up): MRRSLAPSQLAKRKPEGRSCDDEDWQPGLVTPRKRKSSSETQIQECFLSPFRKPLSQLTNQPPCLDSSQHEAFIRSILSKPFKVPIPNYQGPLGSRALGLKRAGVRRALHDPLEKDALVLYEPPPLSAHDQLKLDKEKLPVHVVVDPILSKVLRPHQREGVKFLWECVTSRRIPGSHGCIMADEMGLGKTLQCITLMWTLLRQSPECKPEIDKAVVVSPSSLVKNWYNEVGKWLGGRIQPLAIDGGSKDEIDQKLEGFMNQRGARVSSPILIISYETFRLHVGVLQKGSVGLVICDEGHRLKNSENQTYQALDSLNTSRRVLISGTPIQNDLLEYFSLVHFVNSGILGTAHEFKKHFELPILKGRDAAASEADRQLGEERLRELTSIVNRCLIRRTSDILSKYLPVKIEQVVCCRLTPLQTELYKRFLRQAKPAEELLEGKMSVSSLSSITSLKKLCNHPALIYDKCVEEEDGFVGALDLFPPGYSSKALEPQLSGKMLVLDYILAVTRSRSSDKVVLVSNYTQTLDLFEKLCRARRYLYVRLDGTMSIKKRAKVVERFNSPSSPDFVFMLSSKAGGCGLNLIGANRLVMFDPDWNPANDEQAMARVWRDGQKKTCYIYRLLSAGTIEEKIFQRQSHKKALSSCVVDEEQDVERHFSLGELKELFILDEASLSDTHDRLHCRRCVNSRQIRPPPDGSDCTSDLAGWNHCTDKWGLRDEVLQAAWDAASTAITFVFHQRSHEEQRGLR
An asterisk follows results filed as active. An excerpt; count on the stated rates, not on these rows.

SMILES	esBAF inh	RAD54 branch
COc1ccc2nc(NC(=O)C3CCCN3S(=O)(=O)c3ccc(C)cc3)sc2c1 (centres undefined)	27	-4
O=C(O)C1CC(=O)N(c2ccc(F)cc2)C1 (centres undefined)	-7	-21
O=C(C1COc2ccccc2O1)N1CCN(Cc2ccc3c(c2)OCO3)CC1 (centres undefined)	3	13
Cc1noc(C)c1COc1cccc(C(=O)NCc2ccccc2Cl)c1	-2	5
CC(=O)c1cc(-c2ccccc2)n(CC(=O)N2CCCCC2)c1C	7	3
c1ccc(-n2cnc3cc(NCc4ccncc4)ccc32)cc1	28	-4
CSc1nnnn1-c1cccc(O)c1	-9	-3
CCOC(=O)C1=C(C)NC(=O)NC1c1ccc(Br)s1 (centres undefined)	-8	13
C=CCn1c(COc2cccc3cccnc23)nnc1SCC(=O)O	1	1
Cc1cc(C)nc(Nc2nc3ccccc3[nH]2)n1	33	-14
CCOc1ccc(-c2nnn(CC(=O)N3CCN(c4ccc(OC)cc4)CC3)n2)cc1OCC	-2	-3
CCOC(=O)c1ccc(NS(=O)(=O)c2cc(-c3nnnn3C(C)C)ccc2OC)cc1	-2	2
CCCn1c(=O)c2ccccc2n2c(SCCOc3ccccc3F)nnc12	4	5
CN(C)CCNC(=O)c1cc2cc(Br)ccc2oc1=O	-3	2
Cc1cccc(C)c1NC(=O)CCCSc1nnc(-c2ccco2)o1	1	-23
CCOC(=O)N1CCC(NC(=O)CCc2c(C)nc3ncnn3c2C)CC1	5	-1
Cc1cc(C)n(CCCNC(=O)c2ccc3c(c2)NC(=O)CS3)n1	1	-4
COc1ccc(N2C(=O)CC(n3c(CCCCO)nc4ccccc43)C2=O)cc1 (centres undefined)	-5	1
COC(=O)C1CCN(c2cc(=O)n(-c3ccccc3Cl)c(=O)[nH]2)CC1	-9	4
c1ccc(-n2ncc3c(N4CCCC4)ncnc32)cc1	-40	1
CC1Cc2ccccc2N1C(=O)CSc1nnnn1C(C)C (centres undefined)	-4	-13
COc1cc(CSc2ncn[nH]2)c(OC)cc1CSc1ncn[nH]1	11	1
COc1cccc(OC)c1OCC(O)CN1CCN(c2ccccc2)CC1 (centres undefined)	-7	-12
COc1ccc(N(CC(O)CN2C(=O)NC(C)(C)C2=O)S(=O)(=O)c2ccc(C)cc2)cc1 (centres undefined)	0	2
O=C(COc1ccccc1)N/N=C/c1cc2c(cc1[N+](=O)[O-])OCO2	15	-3
O=C(CCC1CCCCC1)Nc1c[nH]c(=O)[nH]c1=O	-1	9
CC1CCCCN1CCCNC(=O)c1ccc2c(=O)n(CCc3ccccc3)c(=O)[nH]c2c1 (centres undefined)	5	4
Nc1nc(-c2ccco2)nn1C(=O)c1ccccc1	-4	-2
COc1ccccc1N1CCN(c2ncnc3sc(C)c(-c4ccccc4)c23)CC1	-5	15
Cc1cccc(NC(=O)c2ccc(N(C)C3CCCCC3)c([N+](=O)[O-])c2)n1	22	-9
O=C1c2ccccc2C(=O)N1CC1CCCO1 (centres undefined)	6	-2
O=C(CCn1c(=O)oc2ccccc21)N1CCN(c2ccccc2F)CC1	1	-7
Cc1c(C(=O)NCc2cccnc2)oc2ccc(S(=O)(=O)N3CCCC(C)C3)cc12 (centres undefined)	8	-13
CCCC(c1nnnn1CS(=O)(=O)c1ccc(C)cc1)N1CCN(c2ccccc2)CC1 (centres undefined)	1	8
O=c1cc(C(F)(F)F)oc2c1ccc1ccccc12	-3	-1
COC(=O)c1sc2cnccc2c1N	-10	11
O=C1c2ccccc2C(=O)N1CCSc1ncn[nH]1	6	3
Cc1noc(C)c1CSc1nnc2scc(-c3ccc(Cl)cc3)n12	-7	-12
Cc1ccc(NC(=O)c2ccccc2OCC(=O)c2ccccc2)cc1	17	2
O=C(CSc1nnc(-c2cc3ccccc3cc2O)n1Cc1ccco1)N1CCc2ccccc2C1	-1	1
COc1ccc(C2=NOC(C(=O)NCCCn3ccnc3)C2)cc1 (centres undefined)	0	5
CCC(=O)N1CCN(c2c(Cl)cccc2[N+](=O)[O-])CC1	-3	-7
CCn1c(SCC(=O)NNC(=O)c2ccc(C)cc2)nnc1-c1ccncc1	-5	7
CNC(=O)Nc1ccccc1NC(=O)NC	-6	6
CC(C)Nc1nc(Oc2ccc(Cl)cc2)cc(C(F)(F)F)n1	-9	-8
COCCn1c(SCC(=O)Nc2sc(C)c(C)c2C#N)nnc1-c1ccc(OC)cc1	-3	-6
CC1C/C(=N/N=C2/NC(=O)CS2)CC(C)(C)C1 (centres undefined)	-15	1
Cc1cccc(N2CCN(Cc3oc(CO)cc(=O)c3O)CC2)c1C	-13	-4
CCCC(=O)OCC(=O)Nc1ccc(OC(F)F)cc1	2	3
CC(=O)c1cc(OC(=O)N2CCOCC2)ccc1OC(=O)N1CCOCC1	-2	7
Cc1ccc(-c2nc(C#N)c(NCc3cccc4c3OCO4)o2)cc1	5	4
COc1ccc(C(=O)c2c[nH]c3ccccc23)cc1	61*	-4
O=C(NCC(=O)N(c1ccccc1F)C(C(=O)NCC1CCCO1)c1ccccc1)c1ccco1 (centres undefined)	-7	-7
CC1CN(c2nc3c(c(=O)[nH]c(=O)n3C)n2Cc2ccccc2F)CC(C)O1 (centres undefined)	0	7
Cc1ccc(NS(=O)(=O)c2ccc(CCC(=O)NCCO)cc2)cc1	-6	7
O=C(Oc1ccccc1Cl)c1ccc(-n2cncn2)nc1	-2	-12
Clc1ccc(C2=Nn3c(nnc3-c3n[nH]c4c3CCC4)SC2)cc1Cl	-10	0
CC1SCCN1S(=O)(=O)c1ccc2ccccc2c1 (centres undefined)	6	-12
CCCCOc1ccc(C(=O)NCC(=O)OC2CCOC2=O)cc1 (centres undefined)	-6	-2
COc1cccc(N(CC(=O)NCCSc2ccccc2)S(C)(=O)=O)c1	-2	4

Next section
SMILES	esBAF inh	RAD54 branch
Cn1c(Cc2csc(N)n2)nnc1SCC(=O)NC1CCCCC1	-8	-5
O=C(c1ccc(S(=O)(=O)N2CCOCC2)cc1)N1CCN(c2ccccc2F)CC1	-5	-1
O=C(CS(=O)(=O)c1cn(Cc2ccc(F)cc2)c2ccccc12)N1CCCCC1	10	5
O=C(Cn1c(C(=O)N2CCN(C3CCCCC3)CC2)cc2sccc21)c1ccccc1	3	-10
COc1ccc(C2C(=O)N(CCc3ccccc3)CC(=O)N2C2CCCC2)cc1 (centres undefined)	1	6
CC(C)Oc1ccccc1C1Nc2ccccc2C(=O)N1c1ccc2c(c1)OCCO2 (centres undefined)	-28	0
CCCC(C(=O)NCC1CCCO1)N(Cc1ccco1)C(=O)CNS(=O)(=O)c1ccc(F)cc1 (centres undefined)	-5	3
COc1ccc(/C=N\NC(=O)CCN2CCN(c3ccccc3)CC2)cc1OC	-9	-10
O=C(OCCN1CCN(c2ncc(C(F)(F)F)cc2Cl)CC1)c1ccc(F)cc1	9	-6
COc1ccc2c(C)c(C(=O)NCC(C)O)oc2c1OC (centres undefined)	-5	-6
Cc1noc(C)c1S(=O)(=O)N1CCC(Cc2ccccc2)CC1	5	1
CCOC(=O)Nc1ccc2c(c1)ncn2C1CCCCC1	36	5
COC(=O)c1cccc(NC(=O)CN2CCOCC2)c1	1	4
COc1cccc(C(=O)OC2CCCN(C)C2)c1 (centres undefined)	4	-6
O=C(NCCc1ccccc1)c1nc2ncccn2n1	5	11
OC(COCC1COc2ccccc2O1)CN1CCc2ccccc2C1 (centres undefined)	-7	-3
O=C(NC(=O)c1ccc(Cl)c(Cl)c1)OC1CCS(=O)(=O)C1 (centres undefined)	1	-5
COc1ccccc1C1CC(c2ccc(C)cc2)Nc2ncnn21 (centres undefined)	0	-5
Cc1ccnc(SCC(=O)N2CCN(c3ccccc3)CC2)n1	-12	8
CCOC(=O)C1=C(C)N=C2SC(CC)C(=O)N2C1c1cccc(F)c1 (centres undefined)	1	3
COc1ccc2[nH]c3nc(SCC(=O)Nc4ccc5c(c4)OCO5)nnc3c2c1	3	0
CCc1c(C)nc2ncnn2c1Nc1ccc(C#N)c(Cl)c1	0	-16
COc1cc(C(O)P(=O)(OCC(C)C)OCC(C)C)cc(OC)c1OC (centres undefined)	10	-9
Cc1ccc(-c2nnc(COc3cccc(-n4cnnn4)c3)o2)cc1	14	-10
COc1ccc(C(=O)Nc2ccccc2-c2nnn(CC(=O)Nc3ccc4c(c3)OCCO4)n2)cc1	2	0
N#CC1=C(N)Oc2cc(O)ccc2C1C1CCCCC1 (centres undefined)	2	0
COc1ccccc1C(=O)NCC(=O)OC(C)C(=O)NC(=O)NC1CCCCC1 (centres undefined)	-1	-6
CN1CCN(C(=O)c2cc3c(n(-c4ccccc4)c2=O)CC(C)(C)CC3=O)CC1	-7	1
CCOC(=O)c1c(C)[nH]c(C)c1C(=O)CN1C(=O)NC2(CCC(C)CC2)C1=O (centres undefined)	9	-7
CN(C)C(=O)CN1C(=O)C2CCCCN2C(=O)c2ccccc21 (centres undefined)	-3	4
CCOC(=O)c1ccc(N2C(=O)c3n[nH]c(C)c3C2c2ccccc2)cc1 (centres undefined)	-4	3
CC1C(C#N)=C(N)OC2=C1C(=O)CC(C)(C)C2 (centres undefined)	-11	-8
Nc1nonc1-c1nc2ccccc2n1Cc1ccc(Cl)cc1	-8	4
O=c1c2ccccc2nc(CSc2nnnn2-c2ccccc2)n1-c1cccc(C(F)(F)F)c1	0	5
CCOC(=O)N1CCN(C(=O)c2oc3ccc(S(=O)(=O)N4CCCCCC4)cc3c2C)CC1	21	0
CC(C)C(c1nnnn1Cc1ccccc1)N1CCN(Cc2ccc3c(c2)OCO3)CC1 (centres undefined)	-7	4
COc1ccc(C2=CC(=O)OC3(CCCC3)O2)cc1	-1	-6
COc1ccc(N2CCN(C(=O)CSc3ncnc4c3cnn4-c3ccc(OC)cc3)CC2)cc1	-11	-3
CCc1c(C)nc(N)n2c(SCC(=O)N3CCCc4ccccc43)nnc12	-9	2
CCOC(=O)C1CCN(Cc2coc3ccc(Cl)cc3c2=O)CC1	6	8
Cc1ccc(NC(=O)COC(=O)c2ccc3c(c2)NC(=O)C2CCCN32)cc1 (centres undefined)	0	-1
CC(C)C(c1nnnn1C1CCCCC1)N1CCOCC1 (centres undefined)	-3	-8
Cc1c(C(=O)OC(C)C)sc(NC(=O)c2cccnc2)c1C#N	30	-12
Cc1ccc2c(c1)c1ncnc(N3CCN(c4ccccc4)CC3)c1n2C	0	2
O=C(CC(=O)NC1CCCCC1)N/N=C/c1ccc(Cl)cc1	-5	8
Cc1ccc(-c2nnc(-n3nnc4ccccc43)c3ccccc23)cc1	6	-13
COc1ccc(C2C(C#N)=C(N)N(c3cccnc3)C3=C2C(=O)CCC3)cc1Cn1cc([N+](=O)[O-])cn1 (centres undefined)	-9	-9
CCCCOCC(O)CN1CCN(C(C)=O)CC1 (centres undefined)	-4	1
CCOC(=O)c1cnc2c(C(=O)OC)cccc2c1NCCN1CCOCC1	-7	43
CNc1nc(SCc2ccc(C)cc2)nc2c1CCCC2	16	6
COc1ccc(OC)c(NC(=O)Cc2nn(C)c(=O)c3ccccc23)c1	-1	-7
O=C(CSc1nnc2scc(-c3ccc(F)cc3)n12)NCc1ccco1	-1	-6
CC(=O)Nc1cccc(-c2nc3ccccc3c(=O)o2)c1	-7	0
COc1ccc(CNC(=O)c2c(C)cc(=O)oc2C)cc1OC	-46	-7
COc1ccc(-n2nnc3c(=O)n(Cc4cccc(C)c4)cnc32)cc1	2	1
O=C(CSC1=NCCS1)N1CCOCC1	-1	-7
O=[N+]([O-])c1ccc(Cl)c(/C=N/N2CCN(C3c4ccccc4-c4ccccc43)CC2)c1	-1	-14
O=C(CSc1nnc(-c2cccnc2)n1Cc1ccco1)Nc1nc(-c2ccc(F)cc2)cs1	-12	-5
COc1c[nH]n(C2CCCCC2)c(=O)c1=O	0	1
Cc1cccc(C(=O)OCc2cc3ccccc3[nH]c2=O)c1	10	-5

Carrying on.
SMILES	esBAF inh	RAD54 branch
CC(=O)NC(c1ccccc1)c1nc2ccccc2[nH]1 (centres undefined)	3	-4
Clc1ccc(-n2ncc3c(NCCCn4ccnc4)ncnc32)cc1	27	7
COC(=O)CSc1snnc1-c1ccc(Cl)cc1Cl	-6	5
CSc1ccc(C2C(C#N)=C(N)N(c3ccccc3)C3=C2C(=O)CCC3)cc1 (centres undefined)	12	3
Cn1c(=O)[nH]c(=O)c2c1nc(N1CCNCC1)n2Cc1cccc2ccccc12	6	3
